MBNL1-CUG inh – inhibitors of human MBNL1 binding to CUG repeat RNA; TR-FRET MBNL1-His/biotin-(CUG)12 binding, 665/545 ratio; Potency, µM (series often up to 57.5 µM), for inactives: at the highest dose activity change, negative = inhibition, hits mostly inhibitors; 0.036% of 280,000 active; AID 2675; active means well fitted inhibition curve with a large enough effect in the signal ratio, with a control signal flat, not every such curve was filed as active; inconclusive means small, poorly fitted or top-dose-only effect, or effect the other way, or a change in a side signal; inactive means no such curve, though single readings can be large or run the other way; the % refers to the signal ratio; further: potency means the concentration at half of the fitted maximal effect; on the % scale 0 is the no-effect control and ±100 the full control effect
Target sequence (Q9NR56 whole entry, looked up): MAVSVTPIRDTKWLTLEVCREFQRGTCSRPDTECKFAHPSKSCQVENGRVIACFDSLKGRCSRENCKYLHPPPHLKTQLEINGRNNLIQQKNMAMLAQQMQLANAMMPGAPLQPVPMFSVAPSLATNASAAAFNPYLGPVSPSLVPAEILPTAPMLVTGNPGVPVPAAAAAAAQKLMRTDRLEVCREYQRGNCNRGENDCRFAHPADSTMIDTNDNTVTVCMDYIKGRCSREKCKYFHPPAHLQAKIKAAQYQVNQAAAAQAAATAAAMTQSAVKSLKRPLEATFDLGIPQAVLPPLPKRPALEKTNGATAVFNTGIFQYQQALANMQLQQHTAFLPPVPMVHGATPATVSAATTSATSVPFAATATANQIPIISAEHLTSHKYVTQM
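His-tagged MBNL1 binding to biotinylated (CUG)12 RNA was measured by TR-FRET using terbium anti-His antibody (0.055 ng/ul final) and streptavidin-XL665 (5 nM final). Compounds were titrated 92 nM to 58 uM; 60 min at room temperature.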
MLL CXXC-DNA inh – blocks binding of human MLL CXXC domain to DNA. Q03164. MLL-CXXC / FITC-HOXA9 DNA fluorescence polarization. Potency, µM (doses to about 115 µM), inactives show top-dose activity change, negative = inhibition, usual class: inhibitors. 0.037% of 290,000 active; active means well fitted inhibition curve with a large enough effect in the polarisation, with a control signal flat, not every such curve was filed as active; inconclusive means small, poorly fitted or top-dose-only effect, or effect the other way, or a change in a side signal; inactive means no such curve, though single readings can be large or run the other way; the % refers to the polarisation; further: potency means the concentration at half of the fitted maximal effect
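Steps: dispense CXXC domain solution (7 uM) → pin compounds or unlabeled HOX-A9 DNA control → 5 min ambient → add FLSN-HOX-A9 solution (50 nM) → spin → 30 min ambient → fluorescence polarization. Tris pH 7.5/NaCl/DTT/BSA buffer.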
Integrin act MD – activates integrin-mediated alleviation for muscular dystrophy | Potency, µM (doses to about 38.3 µM), for the others: at the highest dose activation, actives largely listed as activators | alpha7betagal myoblasts, beta-gal FDG fluorescence, 48 h | AID 624291 | 0.064% of 350,000 active;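 further: potency means the concentration at half of the fitted maximal effect; 100% = response of the positive control SU9516; nearly all actives have a fitted effect of over 60% in size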
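alpha7betagal+/- myoblasts (passage 13, 250/well) treated 48 h at 37C with compounds at 1:260 dilution of DMSO stock. Lysed, then beta-galactosidase activity read as FDG fluorescence (ex 480/em 540) after 30 min, with pre-read for autofluorescence.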
TCR activator – T cell receptor activation | primary human leukocytes, anti-CD3, IL-2 HTRF, 48 h | 330,000 tested, under 10 active | Potency, µM (doses to about 9.22 µM), without a hit: at the top dose activation of IL-2 secretion, usual class: activators; further: % of control where 0% means no effect
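IL-2 release read by HTRF sandwich (Eu cryptate donor, d2 acceptor, 665 nm emission) after 48 hr exposure of primary human leukocytes to compound together with anti-CD3 beads in the absence of co-stimulatory signals.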
PTAP TSG101 blk – blocks PTAP/TSG101 interaction to inhibit HIV-1 budding; AID 493005; 340,000 tested, under 10 active; Q99816; Fluorescence polarization, FITC-PTAP peptide / Tsg101 binding; Potency, µM (series often up to 115 µM), without a hit: top-dose activity change, negative = inhibition, most hits filed as inhibitors; active means well fitted inhibition curve with a large enough effect in the main read-out, with a control signal flat, not every such curve was filed as active; inconclusive means small, poorly fitted or top-dose-only effect, or effect the other way, or a change in a side signal; inactive means no such curve, though single readings can be large or run the other way; further: potency means the concentration at half of the fitted maximal effect; % of control where 0% means no effect
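FP read-out: FITC-PTAP peptide, 50 nM final, binding Tsg101 binding domain, 10 uM final; 20 min, r.t.; 10 mM HEPES pH 7.5, 0.15 M NaCl, 0.01% Tween 20, 3 mM EDTA, 0.1 mM TCEP.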
Menin MLL FP TR – displaces Texas Red mutant MLL peptide from human menin; O00255; Menin + Texas Red MLL mutant peptide, fluorescence polarization; Potency, µM (titrated, usually from 61.6 µM), inactives show top-dose FP activity change, negative = inhibition, hits mostly inhibitors; 0.23% of 270,000 active; AID 1768; active means well fitted inhibition curve with a large enough effect in the polarisation, with a control signal flat, not every such curve was filed as active; inconclusive means small, poorly fitted or top-dose-only effect, or effect the other way, or a change in a side signal; inactive means no such curve, though single readings can be large or run the other way; the % refers to the polarisation; further: potency means the concentration at half of the fitted maximal effect; % of control where 0% means no effect; many of its hits are not listed in these tables
Target sequence (O00255 whole entry, looked up): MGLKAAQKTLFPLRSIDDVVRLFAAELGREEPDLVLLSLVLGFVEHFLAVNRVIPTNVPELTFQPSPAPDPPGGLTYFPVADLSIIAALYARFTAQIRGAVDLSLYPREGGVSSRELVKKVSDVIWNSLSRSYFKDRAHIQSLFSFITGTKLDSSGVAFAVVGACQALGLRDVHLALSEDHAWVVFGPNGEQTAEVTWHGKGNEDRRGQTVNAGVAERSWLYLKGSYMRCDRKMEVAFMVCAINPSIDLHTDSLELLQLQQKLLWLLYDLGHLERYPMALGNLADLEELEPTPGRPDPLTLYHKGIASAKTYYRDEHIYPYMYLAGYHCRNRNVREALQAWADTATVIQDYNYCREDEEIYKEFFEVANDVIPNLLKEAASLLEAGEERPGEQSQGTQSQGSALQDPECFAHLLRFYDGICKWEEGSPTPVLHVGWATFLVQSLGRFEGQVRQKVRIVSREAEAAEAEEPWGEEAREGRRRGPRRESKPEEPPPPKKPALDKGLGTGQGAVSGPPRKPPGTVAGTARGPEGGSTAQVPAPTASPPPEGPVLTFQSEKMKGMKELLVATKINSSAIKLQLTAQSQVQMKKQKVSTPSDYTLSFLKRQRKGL
TSHR antag – human thyrotropin receptor antagonism; P16473; TSHR-expressing cells, TSH-stimulated cAMP HTRF, 2 h; hits give low values; activity change, negative = inhibition, % at 11.5 µM; 0.2% of 330,000 active; AID 504810;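 active means activity change below a set negative limit, meaning inhibition stronger than a set level, cut at about -70% in these data; inconclusive means activity change between two set negative limits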; further: on the % scale 0 is the no-effect control and ±100 the full control effect
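Freshly harvested TSHR cells receive pin-tooled compound, then EC80 TSH at 4nM final. After 2 hours at 37 deg C, antibody in lysis buffer and cAMP-d2 are added; 30 minutes at ambient temperature precede the HTRF read.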
Mito fusion act – blocks mitochondrial division or promotes mitochondrial fusion. Potency, µM (highest dose often 46.1 µM), inactives show at the highest dose growth rescue (activation), usual class: activators. 0.23% of 320,000 active. AID 485298. S. cerevisiae fusion-defective mutant growth rescue, CellTiterGlo 48 h;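 further: potency means the concentration at half of the fitted maximal effect; % of control where 0% means no effect; nearly all actives have a fitted effect of over 45% in size; temperature-sensitive fusion mutants such as fzo1-1 at 37 °C on non-fermentable ethanol glycerol medium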
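Temperature-sensitive fusion-defective S. cerevisiae (e.g. fzo1-1, mgm1-5) were grown with compound in YPEG medium (3% ethanol, 3% glycerol) for 48 hours at 37C. Growth rescue was measured as viability by CellTiterGlo luminescence after 10 minutes at ambient.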
S-ASM inh – blocks human secretory acid sphingomyelinase; P17405; placental ASM, HMU-PC fluorogenic substrate, 60 min; Potency, µM (top dose mostly 57.5 µM), for the others: top-dose activity change, negative = inhibition, usual class: inhibitors; 0.006% of 340,000 active; AID 504937; further: potency means the concentration at half of the fitted maximal effect
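Fluorescence read-out (Ex 386 nm, Em 447 nm) after stopping the reaction at pH 10. Enzyme: ASM from human placenta; substrate HMU-PC0, 9 uM final; 60 min, 37 °C. Compound preincubation 10 min, ambient temperature.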
AT treatment – potential ataxia-telangiectasia treatments restoring KAP-1 phosphorylation | […] A-T fibroblasts, KAP-1 phosphorylation AlphaLISA; neocarzinostatin DNA damage 30 min before lysis | Potency, µM (top dose mostly 57.5 µM), without a hit: at the top dose activation, usual class: activators | 0.19% of 320,000 active; further: potency means the concentration at half of the fitted maximal effect; % of control where 0% means no effect; nearly all actives have a fitted effect of over 45% in size
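ATM-like activity read as KAP-1 phosphorylation via AlphaLISA donor/acceptor antibody pairs after lysis and 6 hr at 25C. Cells were ATM-null patient fibroblasts ([…], hTERT), dosed 60 min, then exposed to the DSB inducer NCS for 30 min.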
* = called active by the depositor; ? = inconclusive; . = no result given; [ ] = remark or other dose. Unless noted, the call rests on the fitted dose curve; in most records, active means well fitted curve in the direction sought with a large enough effect; inconclusive means small, poorly fitted or top-dose-only effect, or another doubt; inactive means no such curve, though single readings can be large; an effect the other way counts as inactive or inconclusive. The list is partial; rates above refer to the full screens.

Results follow in this order: MBNL1-CUG inh | MLL CXXC-DNA inh | Integrin act MD | TCR activator | PTAP TSG101 blk | Menin MLL FP TR | TSHR antag | Mito fusion act | S-ASM inh | AT treatment
1) CCCCNC(=O)Cn1cnc2sc(C)c(S(=O)(=O)N3CCN(c4ncccn4)CC3)c2c1=O
    5% | 6% | -3% | 4% | 0% | ? | 7 | 4% | 0% | -1%
2) CCOC(=O)/C(=C\c1c[nH]c2ccccc12)NC(C)=O
    11% | 2% | -5% | 4%[46.1 µM] | 0% | -5% | 9 | 2% | 2% | -17%
3) CC(C)(C)c1cn(-c2ccccc2)c(=S)[nH]1
    -8% | 8% | -6% | . | 0% | -4% | 0 | -7% | -1% | 0%
4) Cc1cc(C(=O)Nc2c(C)nn(Cc3ccccc3)c2C)on1
    -9% | 5% | -12% | 4% | 0% | 16% | 14 | -3% | -2% | 1%
5) N#Cc1c(N)sc(=S)c2c1CCCC2
    ? | 0% | 4% | 9% | -8% | 7% | -5 | 5% | -11% | -6%
6) COc1ccc(NS(=O)(=O)c2cc(N)ccc2N2CCOCC2)cc1
    4% | -3% | 6% | -2% | 1% | 7% | -4 | 1% | 3% | -2%
7) CC(C)(C)c1ccc(-c2nnc(SCC(=O)Nc3sc4c(c3C#N)CCCC4)o2)cc1
    . | 1% | 6% | 1%[46.1 µM] | 1% | 5% | -19 | -6% | -6% | -11%
8) O=C(Cn1ccc2ccccc2c1=O)NCC(=O)N1CCCCC1
    2% | 10% | -1% | -1% | -2% | 1% | 6 | -1% | 1% | -2%
9) COCCn1nnnc1CN1CCC(O)(c2cccc(C(F)(F)F)c2)CC1
    4% | -2% | 33% | 1% | -2% | 5% | 14 | -3% | 3% | -2%
10) Cc1cccc(NC(=O)CC2C(=O)NC3CCCCC3N2C(=O)c2ccccc2Cl)c1 (stereo not drawn)
    -9% | -2% | -6% | 1% | -2% | . | 1 | 2% | 2% | -5%
11) O=C(NCCCN1CCOCC1)C1CCN(S(=O)(=O)c2c(Cl)cccc2Cl)CC1
    4% | -1% | -31% | 3% | -1% | -1% | 22 | 1% | -5% | 5%
12) CCCOc1ccc(N2C(=O)CC(N(O)c3ccccc3)C2=O)cc1 (stereo not drawn)
    7% | 4% | 2% | . | -2% | -1% | -14 | -3% | -2% | -2%
13) O=C(COC(=O)c1n[nH]c(=O)c2ccccc12)Nc1ccccc1
    . | . | 8% | -6% | 0% | . | -4 | -1% | -3% | -2%
14) COc1ccc(N2CCN(c3ccc(NC(=O)/C=C\C(=O)O)cc3)CC2)cc1
    12% | -18% | -44%[inhibitor] | 1% | -1% | 72%[activator] | -17 | -1% | 4% | -2%
15) O=C(NCc1ccc(Cl)cc1)c1ccc(NC(=O)C2CCCO2)cc1 (stereo not drawn)
    -4% | 18% | 13% | 7% | -5% | 20% | -2 | -2% | 1% | -1%

Reprinted from the part before: 4 entries; new compounds follow.
Results follow in this order: MBNL1-CUG inh | MLL CXXC-DNA inh | Integrin act MD | TCR activator | PTAP TSG101 blk | Menin MLL FP TR | TSHR antag | Mito fusion act | S-ASM inh | AT treatment
12) CCCOc1ccc(N2C(=O)CC(N(O)c3ccccc3)C2=O)cc1 (stereo not drawn)
    7% | 4% | 2% | . | -2% | -1% | -14 | -3% | -2% | -2%
13) O=C(COC(=O)c1n[nH]c(=O)c2ccccc12)Nc1ccccc1
    . | . | 8% | -6% | 0% | . | -4 | -1% | -3% | -2%
14) COc1ccc(N2CCN(c3ccc(NC(=O)/C=C\C(=O)O)cc3)CC2)cc1
    12% | -18% | -44%[inhibitor] | 1% | -1% | 72%[activator] | -17 | -1% | 4% | -2%
15) O=C(NCc1ccc(Cl)cc1)c1ccc(NC(=O)C2CCCO2)cc1 (stereo not drawn)
    -4% | 18% | 13% | 7% | -5% | 20% | -2 | -2% | 1% | -1%
16) COc1ccc(CNC(=O)COC(=O)c2ccc(F)c(S(=O)(=O)N3CCOCC3)c2)cc1
    . | . | 20% | 0% | -2% | . | 9 | . | 2% | 10%
17) Cc1occc1C(=O)NCCc1ccc(Cl)cc1
    -13% | 15% | 16% | 4% | -6% | 0% | 7 | 5% | 3% | 0%
18) CC(=O)Nc1ccc(NC(=O)CSc2nnc(-c3ccco3)n2Cc2ccco2)cc1
    0% | -16% | -53%[inhibitor] | 5% | 0% | 10% | -4 | 2% | 5% | 2%
19) CCCOc1ccc(C2=CSC3=NCCN23)cc1
    5% | 0% | -14% | 0% | -2% | -11% | -9 | -13% | -2% | -1%
20) CN(c1ccccc1)S(=O)(=O)c1ccc(NC(=S)NC(=O)c2ccccc2)cc1
    -1% | 17% | -32% | 2% | -4% | 3% | -41 | 8% | -5% | -9%
21) O=C(Nc1ccccc1N1CCOCC1)c1cccnc1
    -4% | -4% | -4% | -1% | 0% | 1% | 1 | 2% | 0% | -5%
22) CC(C)Oc1ccc(CN=C(N)N=C(N)N)cc1Cl
    -5% | -1% | -13% | 12%[46.1 µM] | 0% | ? | 10 | -5% | 1% | 0%
23) O=C(CSc1nc2cc(Cl)ccc2s1)N1CCCc2ccccc21
    1% | 3% | -31% | -3% | -6% | -9% | 0 | 15% | -6% | 8%
24) N#CC(C#N)=C1C=C2C=C(N3CCOCC3)CCC2CC1 (stereo not drawn)
    ? | ? | -567%[inhibitor] | 3% | ? | 8% | 17 | -9% | 33%[activator] | 9%
25) Cc1ccc(NC(CC(=O)c2ccccc2)c2ccc(F)cc2)cc1 (stereo not drawn)
    -3% | 0% | -11% | 0% | -8% | ? | -3 | 2% | ? | 5%
26) CCOc1ccc(NC2CCCCC2NS(=O)(=O)c2ccccc2)cc1 (stereo not drawn)
    6% | 18% | 21% | 3% | 0% | -11% | -11 | 15% | -3% | -8%
27) CCOC(=O)N1CCN(c2c(NCCCN3CCCC(C)C3)c(=O)c2=O)CC1 (stereo not drawn)
    -17% | 12% | 9% | 7% | -3% | 1% | -7 | -3% | 0% | 1%
28) CCCOc1ccc(C(=O)NC(C)C(=O)O)cc1 (stereo not drawn)
    -11% | 13% | 23% | -2% | -3% | -6% | 6 | 1% | 3% | -1%
29) CCN(CC)P(=O)(Nc1ccccc1Br)c1ccc(N(C)C)cc1NC(=O)c1ccco1 (stereo not drawn)
    1% | 2% | 8% | -3% | -4% | ? | 9 | -4% | -16% | -1%
30) CCc1cc(=O)oc2cc(C)cc(OC(C)C(=O)NCCCN3CCOCC3)c12 (stereo not drawn)
    -2% | 0% | ? | 5% | -3% | . | -7 | 0% | -2% | 10%
31) CCN(C(=O)c1ccc(S(=O)(=O)N2CCCCC2)cc1)C1CCS(=O)(=O)C1 (stereo not drawn)
    . | . | 18% | 5% | -3% | . | -6 | -1% | . | 10%
32) Cn1cc(S(=O)(=O)NC2CCCCCC2)c(=O)n(C)c1=O
    0% | 6% | -4% | 0% | . | . | 10 | 0% | 0% | 8%
33) O=C(NC1CC2CCCC(C1)N2C(=O)NCc1ccccc1)C1CC1 (stereo not drawn)
    -1% | 0% | 4% | -8% | -1% | 6% | 0 | 1% | -2% | 5%
34) CCOC(=O)CSc1nc2c(c(=O)n(Cc3ccccc3Cl)c(=O)n2C)n1C
    -3% | -4% | -36% | 0% | 5% | -6% | -8 | 18% | -1% | 3%
35) Cc1ccc(C(=O)Nc2cc(Cl)ccc2-n2cncn2)o1
    . | . | -3% | 3% | -11% | . | -10 | 10% | 10% | -10%
36) Cc1ccccc1-c1nnc(NC(=O)c2ccc(N3C(=O)CCC3=O)cc2)s1
    ? | 22% | 10% | 10% | 2% | 11% | -5 | 7% | 5% | -8%
37) O=S(=O)(Nc1ccon1)c1ccc(F)c(F)c1
    0% | 4% | 0% | 5% | -3% | . | 7 | 3% | 8% | 0%
38) CS(=O)(=O)N1CCCC(C(=O)Nc2ccc(F)c(F)c2)C1 (stereo not drawn)
    . | . | 0% | 3% | -3% | . | 20 | 5% | 5% | 7%
39) Cc1c(N/C=C/C(=O)c2cccs2)c(=O)n(-c2ccccc2)n1C
    20% | 12% | -11% | -1% | -3% | -12% | 2 | 2% | -2% | 5%

Bioassay records (PubChem)
